# Hck-Nef inh: human Hck-Nef kinase inhibition. P08631. Recombinant Hck-YEEI plus Nef, Z-Lyte FRET kinase assay. 0.68% of 220,000 active. inhibition, % at 20 µM;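 active = Hck-Nef kinase inhibition above about 50%, limit read from the data; inactive = inhibition below that limit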;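 note: 0% = DMSO with Hck plus Nef and 100% = Hck alone without Nef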
# TNF necrop inh: TNF-alpha cell death inhibition in Jurkat FADD-/- cells; Jurkat FADD-/- TNF necroptosis rescue, ATP luminescence, 24 h; 0 = TNF only, 100 = no-TNF cells; activation (protection from cell death), % at 10 µM; 0.068% of 220,000 active; AID 463075;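 active = activation, meaning protection from cell death, of at least 50% relative to plate controls; inactive = activation below 50%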;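 note: necroptosis triggered by 40 ng/mL TNF-alpha added together with compound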
# PERK inh: inhibitors of human PERK kinase; Q9NZJ5; CHO PERK-DD fusion, SEAP luminescence translation reporter; inhibition, % at 5.6 µM; 0.17% of 220,000 active; AID 1416;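 active = inhibition above the mean inhibition of all tested compounds plus 3 SD, set separately per screening campaign, cut at about 2.9% in these data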;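 note: PERK kinase domain activated by AP20187 dimerizer at 100 nM; 0% = DMSO with dimerizer and 100% = rapamycin at 8.4 µM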
# RBBP9 inh: blocks human serine hydrolase RBBP9. inhibition, % at 7.94 µM. recombinant RBBP9, FP-Rh probe fluorescence polarization. O75884. 0.2% of 220,000 active. AID 1515;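 active = inhibition above the campaign mean of all tested compounds plus 3 SD, cut at about 14% in these data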;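 note: plate controls were DMSO wells with RBBP9 for no effect and wells lacking RBBP9 protein for full effect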
# Target sequence (O75884 whole entry, looked up): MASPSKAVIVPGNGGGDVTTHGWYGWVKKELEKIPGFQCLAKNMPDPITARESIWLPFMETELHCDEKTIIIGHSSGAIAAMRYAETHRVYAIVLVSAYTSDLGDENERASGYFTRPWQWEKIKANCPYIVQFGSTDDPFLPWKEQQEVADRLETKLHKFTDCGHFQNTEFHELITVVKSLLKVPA
#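 System: RBBP9 protein / Quantity: 2.5 µM RBBP9 dispensing solution, before mixing / Also added: Serine-hydrolase probe FP-Rh, 375 nM pre-mixing / Dosing: 7.94 µM single dose, 0.794% DMSO / Timing: enzyme-compound preincubation 30 min, then probe labeling 45 min, 25 °C / Signal: FP readout at 525/598 nm / Controls: DMSO-treated enzyme wells and wells lacking RBBP9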
# PGE2 EP2 inh: inhibitors of human EP2 prostaglandin E2 receptor; P43116; C6 glioma cells expressing human EP2, cAMP TR-FRET; cells stimulated with saturating PGE2; inhibition, % at 25 µM; 0.52% of 260,000 active;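 active = percent inhibition above 40 after rounding to a whole number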;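 note: rat C6 glioma host cells with rolipram phosphodiesterase inhibitor present; the protocol text gives 20 µM as final concentration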
# Runt-SMMHC FRET: Runt domain-CBFb-SMMHC interaction inhibition. AID 1434. 0.74% of 220,000 active. Q01196+Q13951. inhibition, % at 20 µM. Cerulean-Runt/Venus-CBFb-SMMHC FRET ratio 530/480, 1 h;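 active = mean inhibition across duplicate retests at 20 µM reaching about 50%, limit read from the data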;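 note: 0% = DMSO wells and 100% = wells with excess untagged CBFb-SMMHC; inhibitors lower the FRET ratio by blocking Runt binding to CBFb-SMMHC; some results filed as inactive read as strong as hits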
# Target sequence (Q01196 whole entry, looked up, the tested form may be a part): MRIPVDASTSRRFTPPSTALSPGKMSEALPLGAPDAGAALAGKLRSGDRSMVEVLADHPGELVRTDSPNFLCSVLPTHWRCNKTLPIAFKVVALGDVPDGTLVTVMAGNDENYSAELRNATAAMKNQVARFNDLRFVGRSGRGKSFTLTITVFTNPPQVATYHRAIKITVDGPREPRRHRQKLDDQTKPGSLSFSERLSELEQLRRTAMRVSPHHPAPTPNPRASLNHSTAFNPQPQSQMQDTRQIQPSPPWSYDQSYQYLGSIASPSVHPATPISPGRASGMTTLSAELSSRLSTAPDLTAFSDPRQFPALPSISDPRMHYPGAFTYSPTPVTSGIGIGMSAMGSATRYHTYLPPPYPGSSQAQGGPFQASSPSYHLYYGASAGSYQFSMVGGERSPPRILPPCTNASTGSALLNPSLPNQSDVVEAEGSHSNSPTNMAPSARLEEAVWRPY
# Target sequence (Q13951 whole entry, looked up, the tested form may be a part): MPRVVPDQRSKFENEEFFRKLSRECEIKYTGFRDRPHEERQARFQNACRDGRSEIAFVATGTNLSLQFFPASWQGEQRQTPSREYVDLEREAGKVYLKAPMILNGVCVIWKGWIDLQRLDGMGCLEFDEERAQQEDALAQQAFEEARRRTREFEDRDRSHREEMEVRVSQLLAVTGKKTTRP
# zVAD death inh: L929 zVAD cell death inhibition; L929 zVAD necroptosis rescue, ATP luminescence, 24 h; with zVAD 60 µM; 0.38% of 220,000 active; viability rescue, % at 10 µM;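 active = activation, scaled between plate controls, above about 75%, limit read from the data; inactive = activation under that limit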;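 note: 0% = zVAD with DMSO and 100% = DMSO alone without zVAD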
# EP2 modulator: modulators of human EP2 prostaglandin E2 receptor; EP2-expressing cells, cAMP HTRF FRET, PGE2 co-stimulation; induction, % at 25 µM; 0.83% of 260,000 active; AID 940;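 active = compounds whose cAMP rise, as percent of the full-agonist control response, exceeds 60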;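 note: rat C6 glioma line stably carrying human EP2 under a CMV promoter; the protocol text gives 20 µM as final concentration; 100% = response of wells given 1 µM PGE2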
# Runt-CBFb FRET: Runt domain-CBFb interaction inhibition; Q01196+Q13951; 0.46% of 220,000 active; AID 1496; Cerulean-Runt/Venus-CBFb FRET ratio 530/480, 1 h; inhibition, % at 20 µM;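 active = inhibition over about 50% at 20 µM in the single-dose screen, limit read from the data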;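 note: 0% = DMSO wells and 100% = excess unlabeled CBFb competitor control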
#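 Assay system: Cerulean-Runt domain / Medium: Tris 50 mM pH 7.5, KCl, K2SO4, 0.01% BSA / Timing: protein complex preformed 1 h, compound exposure 1 h, room temperature, dark / Measured by: FRET, excitation 422 nm, emission at 530 and 480 nm / Evaluation: loss of energy transfer signal / Control set: 5 µM unlabeled CBFb as full-inhibition high control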
# * hit, by the source's call; nt = no result given. An excerpt (hit frequency here may not be typical).
SMILES,Hck-Nef inh,TNF necrop inh,PERK inh,RBBP9 inh,PGE2 EP2 inh,Runt-SMMHC FRET,zVAD death inh,EP2 modulator,Runt-CBFb FRET
O=C(NC1CCCCC1)c1ccc(NS(=O)(=O)c2cccc3cccnc23)cc1,21,1.8,-0.9,2,7,-3,3.4,-6,1
CCC(Cc1ccccc1)NC(=O)C1CCC(CNc2c(N3CCCC3)c(=O)c2=O)CC1 (stereo not given),1,-1.6,0.2,-3,12,-2,2.3,5,1
NC(=O)CC(NC(=O)c1ccc(Br)cc1)c1ccc(N2CCN(c3ccc(F)cc3)CC2)c([N+](=O)[O-])c1 (stereo not given),25,-1.2,nt,nt,17,0,0.1,-9,-2
O=C(O)CC1S/C(=N/N=C/c2ccc([N+](=O)[O-])cc2)N(c2ccc(O)cc2)C1=O (stereo not given),1,-0.3,1.4,-5,8,1,1.6,21,2
Cc1ccc(-n2c(SCC(=O)N(C)C3CCS(=O)(=O)C3)nc3ccccc3c2=O)cc1 (stereo not given),18,-0.8,-0.3,-5,5,4,-0.8,-10,0
O=C(CN(Cc1ccccc1)C(=O)c1cc2c(s1)CCC2)NCc1cccs1,0,-1.8,-1.0,1,2,-4,-0.1,28,nt
C=CCN(CC=C)C(=O)c1ccc(OC2CCN(S(=O)(=O)N(C)C)CC2)cc1,15,0.5,-0.1,5,2,-1,20,-14,1
COc1ccccc1/C=N/NC(=O)c1ccccc1NS(=O)(=O)c1ccc(C)cc1,-18,2.0,0.7,-11,11,-5,-0.3,-23,1
Cc1ccc(C(=O)NCC(=O)OCC(=O)NCCc2ccccc2)s1,20,-0.9,-0.1,-6,2,2,1.9,30,-2
COc1cc(/C=C2/N=C(C3CCCCC3)OC2=O)cc(OC)c1OC,-2,-4.1,-0.4,2,10,-5,-0.1,-32,1
CC1CCN(C(=O)COC(=O)c2ccc3c(c2)OCO3)CC1,-9,2.9,-0.2,-7,4,-1,1.2,-17,0
COc1ccccc1C(=O)NCC(=O)OCC(=O)Nc1cccc(S(=O)(=O)N2CCCCCC2)c1,23,-0.1,-0.4,-13,4,0,1.4,1,-3
Cc1ccccc1OCCn1cnc2cc([N+](=O)[O-])ccc2c1=O,-11,2.3,-0.1,-8,14,-2,31,-5,1
Cc1cccc(NC(=O)c2ccccc2OCC(=O)N2CCOCC2)c1C,0,-2.1,-0.8,7,2,2,-0.1,1,-2
COc1ccc(NC(=O)N2CCOCC2)cc1OC,-1,-0.1,0.1,6,18,-2,0.0,4,2
NC1=NN(c2cccc(C(=O)O)c2)C(=O)C1,1,2.3,1.0,-4,5,2,1.4,-6,10
Oc1ccccc1/C=N/Nc1ccccc1,-21,4.9,0.7,-7,7,-1,0.2,-68,0
CC(C)(CNS(=O)(=O)c1ccc(F)cc1)CNS(=O)(=O)c1ccc(F)cc1,-1,0.9,-0.8,0,9,1,0.8,9,-5
COc1ccc(S(=O)(=O)N(CC(N)=O)C2CCCCC2)cc1Cl,11,0.2,0.0,4,16,0,-0.7,7,0
Cc1ccc(-c2cc(-c3ccccc3)[nH]c(=S)c2C#N)cc1,1,-5.8,0.2,-10,15,1,0.1,19,5
O=C(Cn1c2c(sc1=O)C1c3ccccc3OCC1CS2)Nc1ccc(Cl)c(Cl)c1 (stereo not given),6,1.5,0.2,-13,5,-16,0.6,0,-4
COC(=O)[C@@H]1C[C@@H]2CC[C@@H](O)C[C@@H]2N1Cc1ccccc1OS(=O)(=O)c1ccc(C)cc1,26,0.2,nt,nt,12,1,-0.3,6,1
CCCCCn1c(SC(C)C(C)=O)nc2c1c(=O)[nH]c(=O)n2C (stereo not given),1,-3.0,-0.9,-8,10,-3,0.2,15,0
CCOC(=O)c1cnc2c(cnn2C)c1NCc1ccc(OC)cc1,14,0.6,-1.0,-9,6,4,2.4,-26,-2
CCCCNC(=O)Nc1ccccc1C(=O)NCc1ccco1,0,-0.7,-0.9,-3,14,1,0.9,27,-2
# The results go on:
SMILES,Hck-Nef inh,TNF necrop inh,PERK inh,RBBP9 inh,PGE2 EP2 inh,Runt-SMMHC FRET,zVAD death inh,EP2 modulator,Runt-CBFb FRET
COCCn1c(-c2ccccc2)cnc1SCC(=O)Nc1cccc2ccccc12,3,1.7,0.2,7,7,1,0.2,1,2
CCC1CCCCN1C(=O)CSc1nnc(CNC(=O)c2cc(OC)c(OC)c(OC)c2)o1 (stereo not given),-2,0.6,-1.8,-9,7,-1,-0.5,14,2
O=C(Cn1c(C(F)(F)F)nc2ccccc21)OCC(=O)c1c[nH]c2ccccc12,-1,1.5,-0.2,-4,7,-6,1.0,-16,0
COc1ccc(CNC(=O)CN(CCC(C)C)S(=O)(=O)c2ccc3c(c2)OCCO3)cc1,1,1.8,-0.6,1,8,-6,1.0,-21,-4
Cn1ccnc1SCC(=O)Nc1cccc([N+](=O)[O-])c1,12,-0.2,0.6,-7,6,0,0.8,-4,0
CC(C)OCCCNS(=O)(=O)c1ccc2ccccc2c1,1,1.5,0.4,-5,6,-1,0.3,-11,1
CC(=O)Nc1c(NC(=O)CC#N)[nH]c2c(c1=O)c(=O)n(C)c(=O)n2C,22,0.1,0.8,-2,6,1,3.1,38,3
CCn1c(Cl)c(C=O)s/c1=N\S(=O)(=O)c1ccccc1,-3,-31,2.4,-8,23,18,12,-24,33
CSc1cccc(NC(=O)C2CCN(S(=O)(=O)c3ccc(F)cc3)CC2)c1,0,-0.1,-0.8,-2,10,-6,0.0,-11,-1
CCc1nc(Nc2ccc3c(c2)OCO3)c2oc3ccccc3c2n1,2,-11,-0.2,3,nt,1,0.3,42,0
O=C(Nc1ccc(Cl)cc1)NC1CCS(=O)(=O)C1 (stereo not given),3,-9.2,0.8,-4,15,3,0.0,-20,0
CCc1ccc(-c2cc(C(F)(F)F)n3nc(C(=O)Nc4c(C)nn(Cc5ccccc5C)c4C)cc3n2)s1,6,-2.5,-0.5,5,13,12,0.0,9,7
Cc1cnn(C(=O)c2ccccc2Br)c1,-9,1.2,1.1,-3,7,-1,1.0,3,1
Cc1ccccc1OCCSc1nnc(-c2ccncc2)n1C,-18,-3.0,-0.5,0,6,0,0.4,14,-2
C/C(=N\OC(=O)c1ccc(OC(C)C)cc1)c1ccc(C)c(C)c1,5,-0.7,0.6,-3,4,-1,1.3,-16,-2
C=CCn1c(SCC(=O)NCc2ccccc2)nnc1C1CCCCC1,1,-0.5,-0.8,-4,10,0,0.1,10,0
O=C(Nc1ccc(N2CCN(C(=O)c3ccc(Cl)cc3)CC2)cc1)c1cccnc1,-1,2.0,-0.9,3,4,3,0.0,-9,2
O=C(CCSc1ccc(Br)cc1)Nc1cccnc1,-10,0.6,1.2,6,11,-1,26,-14,0
Cn1c(SCc2c(Cl)cccc2Cl)nnc1-c1cccs1,-1,-5.6,-0.1,-4,6,2,-0.1,-3,-2
Cc1oc(C(C)(C)C)cc1C(=O)N1CCCC1C(=O)O (stereo not given),-3,-0.5,0.2,-9,0,-1,0.4,14,-3
CCOc1cc(C(=S)N2CCOCC2)ccc1OS(=O)(=O)c1ccccc1,3,2.8,-0.9,-7,6,4,0.6,6,-2
C=CCn1cccc(/C=C/C(=O)c2ccc(C(C)(C)C)cc2)c1=S,9,-0.1,0.8,3,8,0,0.6,-12,5
CC(C)COc1ccc(-c2nnn(CC(=O)N3CCCC3)n2)cc1,0,-2.0,-0.1,-7,5,2,-0.3,15,-4
CCOC(=O)c1c(NC(=O)C2=C(C)NC(=S)NC2c2ccccc2C(F)(F)F)sc(C)c1C (stereo not given),9,-3.4,0.1,0,3,-6,-0.8,30,0
COc1ccc(C(=O)N2CC3(C)C4CCC3(C)C2(C#N)C4)cc1OC (stereo not given),9,0.8,1.2,-13,8,0,0.8,30,1
N#CCC(=O)Nn1c(=S)[nH]c2ccccc2c1=O,21,-0.6,-0.3,-3,5,8,3.9,8,6
CCSC(SCC)[C@H](O)[C@@H](O)[C@H](O)[C@H](O)CO,1,0.2,1.7,-9,16,-2,2.0,26,-1

# Structures listed so far with an aryl methoxy group:
SMILES,Hck-Nef inh,TNF necrop inh,PERK inh,RBBP9 inh,PGE2 EP2 inh,Runt-SMMHC FRET,zVAD death inh,EP2 modulator,Runt-CBFb FRET
COc1ccccc1/C=N/NC(=O)c1ccccc1NS(=O)(=O)c1ccc(C)cc1,-18,2.0,0.7,-11,11,-5,-0.3,-23,1
COc1cc(/C=C2/N=C(C3CCCCC3)OC2=O)cc(OC)c1OC,-2,-4.1,-0.4,2,10,-5,-0.1,-32,1
COc1ccccc1C(=O)NCC(=O)OCC(=O)Nc1cccc(S(=O)(=O)N2CCCCCC2)c1,23,-0.1,-0.4,-13,4,0,1.4,1,-3
COc1ccc(NC(=O)N2CCOCC2)cc1OC,-1,-0.1,0.1,6,18,-2,0.0,4,2
COc1ccc(S(=O)(=O)N(CC(N)=O)C2CCCCC2)cc1Cl,11,0.2,0.0,4,16,0,-0.7,7,0
CCOC(=O)c1cnc2c(cnn2C)c1NCc1ccc(OC)cc1,14,0.6,-1.0,-9,6,4,2.4,-26,-2
CCC1CCCCN1C(=O)CSc1nnc(CNC(=O)c2cc(OC)c(OC)c(OC)c2)o1 (stereo not given),-2,0.6,-1.8,-9,7,-1,-0.5,14,2
COc1ccc(CNC(=O)CN(CCC(C)C)S(=O)(=O)c2ccc3c(c2)OCCO3)cc1,1,1.8,-0.6,1,8,-6,1.0,-21,-4
COc1ccc(C(=O)N2CC3(C)C4CCC3(C)C2(C#N)C4)cc1OC (stereo not given),9,0.8,1.2,-13,8,0,0.8,30,1

# Ordered by length of the SMILES (smallest number first): part of the list above
SMILES,Hck-Nef inh,TNF necrop inh,PERK inh,RBBP9 inh,PGE2 EP2 inh,Runt-SMMHC FRET,zVAD death inh,EP2 modulator,Runt-CBFb FRET
O=C(CCSc1ccc(Br)cc1)Nc1cccnc1,-10,0.6,1.2,6,11,-1,26,-14,0
Cc1ccccc1OCCSc1nnc(-c2ccncc2)n1C,-18,-3.0,-0.5,0,6,0,0.4,14,-2
CSc1cccc(NC(=O)C2CCN(S(=O)(=O)c3ccc(F)cc3)CC2)c1,0,-0.1,-0.8,-2,10,-6,0.0,-11,-1
